Screening results: PubChem, several laboratories
XIAP displacement: XIAP antagonists, biochemical, IAP family, fluorescence polarization (AID 1018); 200,000 tested, 0.007% active; XIAP BIR domain, fluorescence polarization peptide displacement; higher % means a stronger effect; displacement, % at 20 µM, or IC50 in µM where a hit was titrated; in the data active = displacement above about 50%; also: a part of the inactive calls stands beside numbers as strong as those of hits
HIV fusion peptide: inhibitors of HIV fusion peptide binding, primary screen, biochemical, uHTS, fluorescence dequenching (AID 1986) | inhibition, % at 20 µM; hits with a dose series show IC50 in µM | cell-free peptide binding, fluorescence dequenching, 30 min; higher % means a stronger effect | 290,000 tested, 0.3% active; in the data active = inhibition mostly above about 52%, no sharp cut-off; inactive = mostly below about 76%; also: some results filed as inactive read as strong as hits
Myeloid diff 2: myeloid differentiation induction; 360,000 tested, 1% active; AID 624256; ER-HoxA9 myeloid progenitors, lysozyme-GFP differentiation, flow cytometry; calls only at 10 µM;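 active = normalized GFP-positive differentiation at or above the plate's own cutoff, the solvent-only control mean plus 3 SD; inconclusive = no clear call, values can overlap the other calls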;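 also: cells exposed to compound for four days before flow analysis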
SIAH1 antagonists: blockers of Siah-1 interaction with plectin peptide – biochemical, fluorescence polarization, rhodamine-plectin, uHTS, primary screen (AID 1817); Siah-1 / rhodamine-plectin peptide fluorescence polarization; higher % means a stronger effect; displacement, % at 20 µM, or IC50 in µM where a hit was titrated; 290,000 tested, 0.02% active;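 active = displacement of at least 50% at 20 µM, with a fluorescence ratio check between 0.3 and a set limit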;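 also: plate controls were Siah plus tracer with DMSO for no effect and tracer alone without Siah for full effect; strong numbers were not always called active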
Lipid droplet: hepatic lipid droplet formation modulation; AML12 mouse hepatocytes, oleate lipid droplets, BODIPY imaging; inhibition, % at 6.5 µM; 240,000 tested, 0.4% active;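 active = lipid droplet intensity inhibited by at least 50%, with more than 500 cells counted; inconclusive = wells with under 300 cells, treated as cytotoxic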
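Assay system: AML12 mouse liver cells | Compound dosing: One dose, 6.5 µM compound | Read-out basis: Droplet intensity reduction, % inhibition | Measured by: Fluorescence imaging, 20x objective, two fields per well | Schedule: Overnight treatment with compound plus oleate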
LYP phosphatase: PTPN22 lymphoid phosphatase activity blockers – biochemical, fluorescence intensity, uHTS (AID 1779); 290,000 tested, 0.054% active; recombinant LYP phosphatase, fluorescence intensity; higher % means a stronger effect; inhibition, % at 11.5 µM, or IC50 in µM where a hit was titrated;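 also: plate controls were vehicle with enzyme for no effect and no enzyme for full effect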
NOD2 inhibition: inhibition of NOD2-driven NF-kB reporter – cell-based, luminescence, uHTS, HEK293 (AID 1566). 290,000 tested, 0.63% active. inhibition, % at 4 µM; hits with a dose series show EC50 in µM. HEK293 NOD2/NF-kB luciferase reporter, luminescence; higher % means a stronger effect; also: many of its hits are not listed in these tables
AID2073: disruptors of CaV2.2 binding to Mint1 – biochemical, HTRF (AID 2073); HTRF protein-protein interaction, Mint1-CaV2.2; higher % means a stronger effect; inhibition, % at 20 µM; hits with a dose series show IC50 in µM; 290,000 tested, 0.19% active; in the data active = inhibition mostly above about 51%, no sharp cut-off; inconclusive = no clear call, values can overlap the other calls; inactive = mostly below about 53%; also: some results filed as inactive read as strong as hits
Dengue-2 NS5 capping: flavivirus cap methylation enzyme inhibition – biochemical, confirmation dose response, primary screen (AID 588689); Dengue-2 NS5 methyltransferase capping enzyme assay, biochemical; higher % means a stronger effect; one-dose inhibition, % at 25 µM; IC50 in µM for titrated hits; 340,000 tested, 0.3% active; in the data active = a potency from the dose series; inconclusive = inhibition above about 29% without an active follow-up result
Lipid droplet cells 6.5 µM: also measured in Lipid droplet; calls as there; cell count; measured here: cell count, cytotoxicity flag;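 cells counted across two imaged fields per well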
Dengue-2 NS5 capping pilot replicate: also measured in Dengue-2 NS5 capping; calls as there; inhibition, %; measured here: pilot screen replicate inhibition
Myeloid diff 2 GFP+ MAC1+ %: further read-out of Myeloid diff 2, marked with its call; GFP+ MAC1+ double positive, %; measured here: differentiation confirmed by MAC1 staining
Numbers without * were called inactive; i = inactive; ? = inconclusive; nt = no result given. Rule as the data show it, unless noted: active = inhibition above about 50%; inactive = the rest. These rows are one share of the data (hit frequency here may not be typical).

SMILES | XIAP displacement | HIV fusion peptide | Myeloid diff 2 | Myeloid diff 2 GFP+ MAC1+ % | SIAH1 antagonists | Lipid droplet | Lipid droplet cells 6.5 µM | LYP phosphatase | NOD2 inhibition | AID2073 | Dengue-2 NS5 capping | others
CC(C)(C)CN1CCNC(=O)C1CC(=O)NCCc1cnn(-c2ccccc2)c1 (configuration not stated) | -7.0% | 2.7% | i | 0.8 | -5% | -20 | 654 | 11% | -23% | 8% | 0%
CSc1ccc(/C=C(/NC(=O)c2ccco2)C(=O)N2CCCCC2)cc1 | nt | 1.4% | i | 5.7 | 5% | -2 | 646 | 0% | 21% | 13% | -4%
Clc1ccc(NC2=NCCCCC2)cc1 | -5.3% | -2.4% | i | 0.2 | -5% | nt | nt | -4% | -4% | -4% | 4%
CNC(=O)c1ccc(=O)n(Cc2cccc(C(F)(F)F)c2)c1 | 0.4% | -1.9% | i | 0.1 | 5% | 3 | 698 | -4% | -2% | -2% | -1%
O=S(=O)(c1ccccc1)N1CCC(Oc2ccc(-n3cnnn3)cc2)CC1 | nt | 0.5% | i | 0.3 | 2% | -1 | 736 | -10% | -32% | 7% | -2%
CCC(=O)Nc1ccc(C(=O)OCc2ccccc2Cl)cc1 | -5.6% | 2.4% | i | 2.1 | -1% | 4 | 820 | -2% | -20% | 5% | -5%
Cc1ccccc1S(=O)(=O)Cc1ccc(C(=O)NCCN2CCN(Cc3ccccc3)CC2)o1 | -1.4% | -1.4% | i | 0.6 | 21% | 13 | 723 | -8% | 4% | -7% | 2%
NC(N)=NS(=O)(=O)c1ccc(NC(=S)NC(=O)c2sc3ccccc3c2Cl)cc1 | -2.9% | 4.1% | i | 0.5 | 23% | -2 | 603 | -2% | 2% | 45% | -6%
COC(=O)C(=Cc1ccccc1[N+](=O)[O-])C(=O)OC | nt | 0.2% | i | 0.0 | 5% | -1 | 880 | -4% | 6% | 9% | -38%
FC(F)(F)c1ccc(-c2n[nH]c(=S)o2)nc1 | nt | -1.6% | i | 0.7 | 3% | 9 | 686 | -4% | 11% | 6% | 1%
N/C(=N\OC(=O)c1ccccc1)c1cccnc1 | -11% | 1.0% | i | 0.2 | -3% | 20 | 711 | -8% | -32% | 9% | -1%
O=C(Nc1cccc(NC(=O)c2ccccc2[N+](=O)[O-])n1)c1ccccc1[N+](=O)[O-] | -2.8% | 1.9% | i | 0.4 | -1% | nt | nt | 1% | 10% | 13% | -2%
CC(=O)N1CCC(N(CCN2CCOCC2)C(=S)Nc2cc(C)ccc2C)CC1 | -14% | 0.5% | i | 0.7 | 5% | -6 | 576 | -9% | 5% | -4% | 0%
CCN(CC)C(=O)c1cn(-c2cccc(OC)c2)c(=O)c2ccccc12 | nt | 0.5% | i | 0.5 | -2% | -5 | 834 | -12% | 11% | 0% | -3%
CC1(C)SC(=S)N(/N=C/c2cccnc2)C1N(O)C(=O)Nc1ccccc1 (configuration not stated) | nt | -0.6% | i | 0.5 | 4% | 26 | 691 | -2% | -10% | 4% | 1%

Three entries picked at random from the list so far, as already listed:
SMILES | XIAP displacement | HIV fusion peptide | Myeloid diff 2 | Myeloid diff 2 GFP+ MAC1+ % | SIAH1 antagonists | Lipid droplet | Lipid droplet cells 6.5 µM | LYP phosphatase | NOD2 inhibition | AID2073 | Dengue-2 NS5 capping | others
O=C(Nc1cccc(NC(=O)c2ccccc2[N+](=O)[O-])n1)c1ccccc1[N+](=O)[O-] | -2.8% | 1.9% | i | 0.4 | -1% | nt | nt | 1% | 10% | 13% | -2%
CCC(=O)Nc1ccc(C(=O)OCc2ccccc2Cl)cc1 | -5.6% | 2.4% | i | 2.1 | -1% | 4 | 820 | -2% | -20% | 5% | -5%
CC(C)(C)CN1CCNC(=O)C1CC(=O)NCCc1cnn(-c2ccccc2)c1 (configuration not stated) | -7.0% | 2.7% | i | 0.8 | -5% | -20 | 654 | 11% | -23% | 8% | 0%

(list continues)
SMILES | XIAP displacement | HIV fusion peptide | Myeloid diff 2 | Myeloid diff 2 GFP+ MAC1+ % | SIAH1 antagonists | Lipid droplet | Lipid droplet cells 6.5 µM | LYP phosphatase | NOD2 inhibition | AID2073 | Dengue-2 NS5 capping | others
COc1ccc(C(CNC(=O)c2ccc(-c3ccccc3)cc2)N(C)C)cc1OC (configuration not stated) | nt | -2.3% | nt | nt | -3% | -9 | 782 | -9% | -10% | 42% | 0%
Cc1ccc(C(=O)N/C(=C/c2cccnc2)C(=O)NCc2ccco2)cc1 | -5.9% | -2.6% | i | 0.6 | 6% | 17 | 642 | -5% | 10% | -4% | 3%
COc1ccccc1OCc1nc2ccccc2[nH]1 | -9.6% | -1.9% | i | 0.7 | 1% | 5 | 686 | 7% | -85% | -1% | -2%
CC(C)CN(CCNC(=O)c1cn(C)c2ccc(S(=O)(=O)N3CCCC3)cc2c1=O)CC(C)C | nt | 3.0% | ? | nt | 1% | 9 | 682 | -6% | 3% | 3% | -3%
Cc1ccc(-c2nc3ccc([N+](=O)[O-])cc3[nH]2)cc1 | -3.5% | 0.4% | i | 0.3 | -1% | -4 | 691 | 4% | -214% | 3% | 7%
CC(C)n1nccc1N(Cc1ccc(Cl)cc1)S(=O)(=O)c1ccccc1 | nt | -0.3% | i | 1.0 | -3% | 3 | 819 | 1% | 19% | 6% | -5%
CCOc1ccc(C(=O)N/N=C/c2cc([N+](=O)[O-])cs2)cc1 | -13% | -4.7% | i | 0.7 | 17% | -10 | 664 | 0% | -11% | 49% | -8%
Cc1cc(Cl)ccc1OCCCC(=O)Nc1cccnc1 | -0.4% | 1.8% | i | 1.6 | 5% | nt | nt | 2% | 0% | -12% | -1%
CCN1C(=C(C#N)C#N)C=Cc2cc(C)ccc21 | -3.9% | 15% | nt | nt | 24% | 5 | 744 | -5% | 12% | 25% | -46%
CCOC(=O)c1ccc(NC(=O)c2c(C)[nH]c(C(=O)OCC)c2C)cc1 | -5.1% | 1.8% | i | 5.2 | 3% | -7 | 768 | 4% | 2% | 0% | -6%
CCOC(=O)N1CCN(S(=O)(=O)c2ccc3c(c2)OCC(=O)N3)CC1 | -1.5% | 1.6% | i | 0.0 | 2% | nt | nt | -7% | -6% | 4% | 1%
COc1ccc(C(=O)N2CCN(S(=O)(=O)c3ccccc3)CC2)c(OC)c1 | -3.3% | 1.5% | i | 6.0 | -1% | 0 | 716 | -4% | 19% | 2% | -4%
CC(C)c1ccc(OCC(O)CN2CCCC2)cc1 (configuration not stated) | nt | -1.7% | i | 0.6 | 2% | -3 | 790 | -11% | 0% | -4% | 3%
CC(C)=CC(=O)Nc1nnc(-c2ccccc2)s1 | -9.5% | -0.6% | i | 0.4 | 8% | 16 | 631 | 4% | -100% | -6% | 3%
COc1ccc(CCNC(=O)COc2cc(=O)n(C)c3ccccc23)cc1OC | -1.3% | 0.4% | i | 0.6 | -5% | -2 | 724 | -3% | 5% | -3% | -8%
CC(=O)c1ccc(NC(=O)c2cn(-c3ccccc3)nc2-c2ccncc2)cc1 | -8.5% | 2.0% | i | 0.7 | 12% | 3 | 685 | 1% | 6% | 24% | -3%
Cc1occc1C(=O)N1CCN(C(=O)C2CCCO2)CC1 (configuration not stated) | 1.8% | -1.0% | i | 8.5 | 0% | 4 | 769 | -5% | -5% | 0% | -4%
CC(C)CC(=O)N1CCN(C(=O)c2ccc(F)cc2)CC1 | nt | 0.0% | i | 0.7 | -3% | 9 | 838 | 0% | -3% | 8% | -1%
CC(=O)NC1(C2CCCCC2=O)CCCCC1 (configuration not stated) | -4.5% | -0.1% | i | 1.0 | -2% | nt | nt | -11% | 11% | 7% | -1%
O=C(NCC1CCCO1)C(c1ccco1)N(Cc1ccc(F)cc1)C(=O)CN1C(=O)c2ccccc2S1(=O)=O (configuration not stated) | nt | -2.2% | i | 2.9 | 0% | nt | nt | -5% | -25% | 12% | -7%
C/C(=N/NC(=O)c1cccs1)c1ccco1 | -5.3% | -0.6% | i | 0.8 | 4% | 2 | 724 | -10% | 12% | 4% | -4%
CC1(C)COC(/C=C/c2cccc([N+](=O)[O-])c2)=N1 | -3.0% | -1.6% | i | 0.2 | -2% | -7 | 749 | -11% | -28% | -5% | -1%
N#Cc1c(-c2cccnc2)cc(-c2ccccc2)nc1N | nt | -1.0% | i | 0.3 | 9% | 2 | 736 | -25% | -15% | 14% | nt
O=C(/C=C/c1ccccc1Cl)N1CCOCC1 | nt | -1.5% | i | 0.4 | -2% | 15 | 808 | -3% | -4% | 1% | 3%
COc1cc(OC)c(N(C)S(=O)(=O)c2cccc(C(=O)OCC(=O)NCc3ccco3)c2)cc1Cl | -4.2% | -0.2% | i | 0.5 | 5% | 5 | 700 | 2% | -5% | 13% | -6%
CCc1n[nH]c(=S)n1/N=C/c1cc(OC)cc([N+](=O)[O-])c1O | -6.7% | 10% | i | 0.8 | 10% | -11 | 618 | 5% | -10% | 18% | 2%
COC(=O)c1ccc(N2CCN(CCNC(=O)Nc3ccc(OC)cc3)CC2)cc1 | nt | 0.1% | i | 1.5 | 1% | 0 | 805 | -11% | 13% | 6% | 5%
Cc1ccnc(NC(=O)Nc2cccc(F)c2)c1 | -5.9% | 2.7% | i | 0.3 | 6% | -13 | 734 | -7% | -162% | 3% | -1% | Dengue-2 NS5 capping pilot replicate=-3.0
Cc1ccc(-c2csc(N3CCN(c4cc5c(cc4Cl)nc(C)n5CCN4CCCCC4)CC3)n2)cc1 | nt | -1.3% | i | 0.3 | -9% | 0 | 766 | -21% | 20% | -1% | -16%
O=C(Nc1cccc(-c2cnc3ccccc3n2)c1)c1ccco1 | -8.1% | 0.4% | i | 0.5 | 2% | 5 | 705 | -2% | -7% | 9% | -3%
COc1ccc(C)cc1NC(=O)COC(=O)C1CC1 | -7.9% | 0.8% | i | 0.7 | 1% | 0 | 779 | 1% | 3% | -4% | -3%
O=C(Nc1ccc(N2CCOCC2)cc1)C1CCCN(S(=O)(=O)c2cccc(C(F)(F)F)c2)C1 (configuration not stated) | -8.3% | 1.4% | i | 0.8 | 1% | nt | nt | -6% | -9% | 5% | 1%
Cc1ccc(NC(=O)COc2ccc(S(=O)(=O)N3CCOCC3)cc2)cc1 | -2.8% | -0.7% | i | 0.3 | 7% | nt | nt | 1% | -1% | -2% | -11%
O/N=C1\CCCc2oc3c(c21)CCCC3 | -8.6% | -0.6% | i | 1.2 | -3% | -13 | 578 | -4% | -8% | -4% | 3%
O=C(CCl)NNc1nc(-c2ccccc2)c2cc(Cl)ccc2n1 | nt | -3.0% | i | 0.9 | -2% | 18 | 863 | -5% | 2% | -59% | -3%
CCOC(=O)c1c2n(c3ccc(O)cc13)CCCCC2 | -6.9% | 0.1% | i | 1.2 | 5% | -7 | 722 | -7% | 12% | -2% | -7%
COc1cccc(CNS(=O)(=O)c2ccc3c(c2)oc(=O)n3C)c1 | nt | 3.8% | ? | nt | -4% | -15 | 742 | -10% | 17% | 5% | -5%
C=C(C)CNC(=O)c1ccc2nc(Cc3ccc(OC)cc3)oc2c1 | nt | 0.8% | i | 0.4 | 8% | 0 | 769 | -3% | -46% | ? | -2%
